Mm-Cpn inhibitor: inhibitors of Methanococcus maripaludis chaperonin (MmCpn). purified Mm-Cpn ATPase, ADP Transcreener TR-FRET. Potency, µM (highest dose often 76.9 µM), for the others: top-dose activity, negative = inhibition, hits mostly inhibitors. 330,000 tested, 0.031% active. AID 504842; also: potency is read from the fitted curve at half-maximal effect; % is scaled to controls: 0 for no effect and ±100 for the full control effect; nearly all actives have a fitted effect of over 80% in size
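Purified archaeal Mm-CPN (25nM final) preincubated 10 min at 37degC with compound, then 10uM ATP for 30 min at 37degC; ADP measured by HTRF Transcreener TR-FRET; buffer 30 mM TRIS pH 7.4, 100mM KCl, 5mM MgCl2, 1mM DTT.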
Nrf2 inh: inhibitors of Nrf2 signaling. A549 ARE-Fluc reporter, luciferase luminescence, 18-24 h. Potency, µM (titrated, usually from 46 µM), inactives show at the top dose activity change, negative = inhibition, most hits filed as inhibitors. 360,000 tested, 2.1% active; also: potency is read from the fitted curve at half-maximal effect; % is scaled to controls: 0 for no effect and ±100 for the full control effect; nearly all actives have a fitted effect of over 60% in size
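Quantitative HTS in A549 cells stably bearing an antioxidant response element-firefly luciferase construct. Inhibition of Nrf2-driven transcription was scored by luminescence after 18-24 h of compound exposure at 37 °C.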
EPAC2 ag: activates human EPAC2 exchange factor; Q8WZA2; EPAC2 activation, biochemical qHTS; response scale: 100% = 6.5 mM cAMP response; Potency, µM (doses to about 154 µM), without a hit: at the highest dose activation, usual class: activators; 360,000 tested, 0.079% active; AID 720711; also: potency is read from the fitted curve at half-maximal effect; nearly all actives have a fitted effect of over 50% in size
Target sequence (Q8WZA2 whole entry, looked up): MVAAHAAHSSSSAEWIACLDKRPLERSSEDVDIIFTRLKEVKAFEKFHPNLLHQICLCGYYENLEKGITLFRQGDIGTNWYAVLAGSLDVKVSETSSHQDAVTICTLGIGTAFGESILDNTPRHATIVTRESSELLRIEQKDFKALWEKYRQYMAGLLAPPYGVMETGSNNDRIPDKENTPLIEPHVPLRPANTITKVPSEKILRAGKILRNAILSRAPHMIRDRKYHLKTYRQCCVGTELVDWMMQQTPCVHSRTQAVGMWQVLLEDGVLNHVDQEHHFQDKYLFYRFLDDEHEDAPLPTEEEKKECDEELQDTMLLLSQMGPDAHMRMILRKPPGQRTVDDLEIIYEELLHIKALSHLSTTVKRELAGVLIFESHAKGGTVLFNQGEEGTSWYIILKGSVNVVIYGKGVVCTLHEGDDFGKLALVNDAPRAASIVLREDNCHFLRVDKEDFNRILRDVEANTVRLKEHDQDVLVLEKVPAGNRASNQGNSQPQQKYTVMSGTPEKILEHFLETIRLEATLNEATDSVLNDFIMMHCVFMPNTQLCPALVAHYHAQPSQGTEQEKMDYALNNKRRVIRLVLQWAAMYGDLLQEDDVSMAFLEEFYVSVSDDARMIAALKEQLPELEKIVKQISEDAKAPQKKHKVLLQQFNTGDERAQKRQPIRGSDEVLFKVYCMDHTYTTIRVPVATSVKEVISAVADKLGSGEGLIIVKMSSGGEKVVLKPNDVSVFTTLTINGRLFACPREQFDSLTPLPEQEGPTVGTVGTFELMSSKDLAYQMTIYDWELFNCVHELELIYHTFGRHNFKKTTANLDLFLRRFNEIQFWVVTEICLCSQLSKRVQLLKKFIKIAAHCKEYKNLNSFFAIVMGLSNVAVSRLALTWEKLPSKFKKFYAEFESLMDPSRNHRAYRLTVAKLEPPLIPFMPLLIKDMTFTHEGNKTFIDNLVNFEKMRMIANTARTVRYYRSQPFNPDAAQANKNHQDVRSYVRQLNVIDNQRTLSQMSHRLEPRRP
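Compounds were added across a concentration range to EPAC2 (100 nM), RAP1B-BODIPY-GDP (250 nM) and GDP (50 uM). After 5 min at room temperature, fluorescence was recorded at 5-min intervals for 30 min.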
Akt phos inh: Akt phosphorylation inhibition | Neuro2A IGF-stimulated pAkt S473 HTRF, 20 min; hits give low values | AID 651550 | 360,000 tested, 0.32% active | activity change, % for hits at 50 µM; in the data active = activity change below about -80%; inconclusive = mostly about -51% to -80%; also: % is scaled to controls: 0 for no effect and ±100 for the full control effect
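Neuro2A cells (4,500/well, DMEM with 0.5% FBS) were treated with compound at a single 50 µM final concentration, stimulated with 6 nM IGF for 20 min at 37 °C, and lysed. Phospho-Akt Ser473 was read by HTRF as 665/615 ratio ×10^4.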
CCT modulator: changes cytosolic chaperonin activity; activity change, % (concentration not given with the values), hits read low; 360,000 tested, 0.3% active; purified chaperonin ATPase assay, HTRF ADP detection, 30 min; AID 651819; in the data active = activity change below about -30%; also: % is scaled to controls: 0 for no effect and ±100 for the full control effect
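We incubate TRiC, 40 or 20 nM final, with library compounds at 76 uM and 10 uM ATP for 30 min at 37 °C. ADP formed is detected with Transcreener HTRF reagents after 30 min at room temperature.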
TGFb inhibitor: TGF-b pathway inhibition | HepG2 CAGA-GFP TGF-b/SMAD3 reporter, GFP fluorescence, 18 h; TGF-beta stimulated, 500 pg/mL final | Potency, µM (titrated, usually from 46.1 µM), for inactives: top-dose activity, negative = inhibition, usual class: inhibitors | 410,000 tested, 1.2% active | AID 588855; also: potency is read from the fitted curve at half-maximal effect; % is scaled to controls: 0 for no effect and ±100 for the full control effect; nearly all actives have a fitted effect of over 65% in size
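Cell-based qHTS in HEPG2 carrying a CAGA-GFP Smad reporter; compounds added before 500 pg/mL final TGF-beta, 18 h incubation at 37 degrees C, GFP fluorescence quantified per cell by imaging cytometry.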
EPAC2 antag: blocks human EPAC2 exchange factor | Q8WZA2 | EPAC2 GEF exchange of Rap1B-BODIPY-GDP, fluorescence | Potency, µM (doses to about 114 µM), for inactives: top-dose activity, negative = inhibition, actives largely listed as inhibitors | 360,000 tested, 0.18% active | AID 720708; also: potency is read from the fitted curve at half-maximal effect; % is scaled to controls: 0 for no effect and ±100 for the full control effect; nearly all actives have a fitted effect of over 45% in size; many of its hits are not listed in these tables
A549 tox: kills or reduces viability of A549 cells in Nrf2 counter-screen | Potency, µM (series often up to 46 µM), without a hit: at the highest dose activity change, negative = cytotoxicity, most hits filed as inhibitors | A549 ARE-Fluc cells, CellTiter-Fluor viability, 18-24 h | 390,000 tested, 0.16% active | AID 504648; also: potency is read from the fitted curve at half-maximal effect; % is scaled to controls: 0 for no effect and ±100 for the full control effect
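A549 ARE_Fluc cells in 5% FBS OPTI-MEM were exposed to compounds in concentration-response for 18-24 h at 37 deg C. Viability was read by CellTiter-Fluor fluorescence (Ex 405/Em 525) after 30 min, before the luciferase read.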
Nrf2 ARE act: activators of Nrf2 (ARE) signaling; AREc32 ARE-luciferase reporter (MCF7-derived line), luminescence, 24 h; Potency, µM (titrated, usually from 46.1 µM), for inactives: at the top dose activation, actives largely listed as activators; 410,000 tested, 0.31% active; AID 624171; also: potency is read from the fitted curve at half-maximal effect; % of control where 0% means no effect; nearly all actives have a fitted effect of over 65% in size
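Cells of the AREc32 ARE-luciferase line are plated in OPTI-MEM containing 5% FBS and left overnight at 37 deg C. Compounds are pinned in, incubation continues 24 hr, and firefly luciferase signal is then measured.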
* hit, by the source's call; i = inactive; ? = inconclusive; nt = no result given; [ ] = remark or other dose. Unless noted, calls follow the shape of the dose curve; as a rule, active = well fitted curve in the direction sought with a large enough effect; inconclusive = small, poorly fitted or top-dose-only effect, or another doubt; inactive = no such curve, though single readings can be large; an effect the other way counts as inactive or inconclusive. The list is partial, so the mix of outcomes need not match the whole.

A first look:
SMILES	Mm-Cpn inhibitor	Nrf2 inh	EPAC2 ag	Akt phos inh	CCT modulator	TGFb inhibitor	EPAC2 antag	A549 tox	Nrf2 ARE act
CSc1ncc(C(=O)Nc2ccccc2C)c(C)n1	-2%	-2%	7%	i	0.7	8%	3%	0%	0.0%
CCOC(=O)c1cnc(Nc2nc3ccccc3o2)nc1CSC(=S)N(CC)CC	1%	14%	-6%	i	-3.4	?	11%	-4%	5.5%
CNC(=O)COC(=O)C1CCN(S(=O)(=O)c2ccc3c(c2)OCCO3)CC1	1%	-14%	5%	i	2.6	-7%	-9%	6%	-0.3%

Main list, repeating the preview:
SMILES	Mm-Cpn inhibitor	Nrf2 inh	EPAC2 ag	Akt phos inh	CCT modulator	TGFb inhibitor	EPAC2 antag	A549 tox	Nrf2 ARE act
CSc1ncc(C(=O)Nc2ccccc2C)c(C)n1	-2%	-2%	7%	i	0.7	8%	3%	0%	0.0%
CCOC(=O)c1cnc(Nc2nc3ccccc3o2)nc1CSC(=S)N(CC)CC	1%	14%	-6%	i	-3.4	?	11%	-4%	5.5%
CNC(=O)COC(=O)C1CCN(S(=O)(=O)c2ccc3c(c2)OCCO3)CC1	1%	-14%	5%	i	2.6	-7%	-9%	6%	-0.3%
Cc1ccc(NC(=O)CSCc2cc(=O)n3cc(C)sc3n2)c(C)c1	1%	4%	-2%	i	2.2	1%	-11%	0%	0.1%
COc1ccc(S(=O)(=O)N2CCCCC2)cc1NC(=O)COC(=O)c1ccco1	-2%	2%	2%	i	-2.5	11%	5%	-2%	0.1%
Cc1cc2nc(-c3ccc(NC(=O)c4ccc(OCC(C)C)cc4)cc3)oc2cc1C	nt	8%	nt	nt	nt	-18%	nt	2%	5.2%
CC(C)(C)OC(=O)N1CCC(c2c(C(=O)NCCc3ccsc3)cnn2-c2ccccc2Cl)CC1	nt	-41%	nt	nt	nt	0%	nt	1%	3.1%
COc1ccc(/C(O)=C2/C(=O)C(=O)N(c3ncccn3)C2c2ccc(F)cc2)cc1 (configuration not stated)	-10%	1%	2%	i	-1.9	-1%	-2%	-18%	-0.4%
CCOc1ccc(/C=N/Nc2cc(C)nc(N3CCOCC3)n2)cc1	-13%	?	-5%	i	-2.3	6%	-7%	-9%	-0.2%
C(=N\Nc1nn[nH]n1)/c1ccccc1	0%	15%	-1%	i	-0.8	1%	1%	-6%	0.1%
COC(=O)c1nnn(CC(=O)Nc2cccc(Cl)c2)c1C(=O)OC	0%	3%	-7%	i	-2.0	-14%	-2%	-4%	-0.8%
CCOC(=O)N1CCC(n2c(=S)[nH]c3ccccc3c2=O)CC1	-1%	nt	-11%	i	-2.1	4%	0%	3%	-0.8%
CC(=O)c1ccc(NC(=O)C(C)OC(=O)c2cccc(-n3cnnn3)c2)cc1 (configuration not stated)	0%	-20%	1%	i	-1.8	-4%	1%	-6%	0.1%
Cc1ccc(Cn2c(C(=O)NCCCN3CCOCC3)cc3sccc32)cc1	1%	15%	5%	i	3.3	0%	16%	-3%	11%
Cc1cccc(-n2c(O)c(C=Nc3cccc(O)c3)c3ccccc3c2=O)n1	-7%	2%	4%	i	-4.8	3%	-1%	-26%	-0.3%
CN(C)C(=O)c1cccc(-c2cc(NC=O)c3ncc(-c4ccc(F)cc4)n3c2)c1	nt	nt	5%	i	0.2	8.9µM*	10%	nt	9.7%
O=C(NCCCN1CCOCC1)c1ccc2c(=O)n(Cc3ccc(Cl)cc3)c(=S)[nH]c2c1	3%	-16%	1%	i	1.6	1%	-21%	2%	0.5%
Cc1cc(C)cc(OCC(=O)Nc2nc(-c3cccnc3)cs2)c1	1%	?	4%	i	1.8	-4%	-4%	?	3.6%
COc1ccccc1C1c2[nH]c3ccccc3c2C[C@H]2C(=O)N(C3CCN(Cc4ccccc4)CC3)CC(=O)N12 (some centres not stated)	-1%	-11%	5%	i	0.8	11µM*	1%	?	5.9%
CCOC(=O)C(C)Oc1cccc2c(=O)n(CC(=O)NCc3ccc(F)cc3)ccc12 (configuration not stated)	0%	?	-5%	i	1.2	0%	5%	-5%	-0.8%
COc1ccc(NC(=O)CN(C)C(=O)CC2CCCCC2)cc1	?	-4%	1%	i	-1.7	-5%	0%	-13%	0.1%
Cc1ccc(N2CCN(S(=O)(=O)c3ccc(Cl)c4ccccc34)CC2)c(C)c1	nt	6%	nt	nt	nt	21%	nt	-2%	-1.6%
c1ccc(C[C@H]2CN=C(Nc3ccccc3)N2CCC2CCCC2)cc1	-3%	2%	9%	i	-6.0	-2%	8%	-10%	3.2%
Cc1ccc(S(=O)(=O)N2CCN(Cc3noc(CCC(=O)N4CCCCC4)n3)CC2)c(C)c1	nt	-10%	nt	nt	nt	-21%	nt	0%	0.2%
Cc1ccc(-c2nnn(CCOc3cccc(Br)c3)n2)cc1	3%	-1%	-1%	i	-3.2	-9%	-1%	6%	1.1%[9.22 µM]
Continuation.
SMILES	Mm-Cpn inhibitor	Nrf2 inh	EPAC2 ag	Akt phos inh	CCT modulator	TGFb inhibitor	EPAC2 antag	A549 tox	Nrf2 ARE act
Cc1cc(C)n(S(=O)(=O)c2cccc(Cl)c2Cl)n1	1%	-14%	3%	i	-1.4	1%	1%	-3%	-0.7%
COc1cccc(/C=N/NC(=O)CCn2nnc3ccccc32)c1	1%	-12%	12%	i	0.7	-6%	9%	16%	0.0%
CCO[C@@H]1OC(C(=O)Nc2ccccc2)=C[C@H](c2ccc(Br)cc2)[C@H]1CCCO	nt	-9%	5%	i	0.9	?	-20%	-3%	0.4%
COc1ccc([C@H]2N[C@]3(CCCN(Cc4ccc(F)cc4)C3=O)[C@H]3C(=O)N(Cc4ccccc4)C(=O)[C@@H]23)cc1	nt	nt	8%	i	-0.4	-2%	-11%	nt	-0.2%
Cc1ccc(C(=O)NC(C)c2ccc(-n3ccnc3)cc2)cc1S(=O)(=O)N1CCOCC1 (configuration not stated)	1%	-20%	5%	i	-0.2	0%	3%	-3%	0.4%
N=C1/C(=C/c2ccc(-c3cccc(C(=O)O)c3)o2)C(=O)N=C2SC=C(c3ccccc3)N12	0%	5%	-3%	i	0.0	-14%	30%[activator]	-13%	0.5%
NC(=O)C1CCCN(C(=O)c2ccc3nc(Cc4cccc(Cl)c4)oc3c2)C1 (configuration not stated)	1%	?	0%	i	0.5	16%	-1%	1%	0.7%
Cc1ccc(S(=O)(=O)NCCC2(C(C)C)CCOC(C)(C)C2)cc1 (configuration not stated)	-1%	?	-16%	i	-4.5	2%	-4%	-4%	-0.2%
COc1ccc(NC(=O)C(=O)NCCC2=CCCCC2)c(OC)c1	0%	11%	4%	i	-0.3	-3%	16%	10%	-0.1%
Cc1ccc(-n2ncc(Cl)c2C(=O)NCc2ccccc2)cc1	-3%	?	18%	i	-2.6	-6%	-3%	8%	2.0%
CC(C)(C)c1cc(C(=O)NCc2cc(F)cc3c2OCOC3)n(Cc2ccccc2)n1	3%	9%	-4%	i	-0.9	?	-17%	2%	2.9%
COC(=O)C(OC(=O)c1ccccc1)C(C)Br (configuration not stated)	0%	3%	6%	i	0.5	2%	11%	-3%	0.5%
CCOc1ccc(N2C(=O)Cc3ccccc3C2=O)cc1	0%	4%	-1%	i	0.6	1%	1%	-4%	-0.6%
Cc1cc(NC(=O)c2coc(=O)c(Br)c2)ccc1C(C)C	-9%	?	-1%	i	0.2	?	5%	0%	?
COc1ccc(-c2ccc(C(=O)NCc3ccco3)c3occc23)c(C)c1	nt	nt	21%	i	-2.2	?	-7%	nt	6.4%
CC(O)CNC12CC3CC(CC(C3)C1)C2 (configuration not stated)	2%	-9%	2%	i	-0.3	14%	5%	10%	0.0%
CCOc1ccc(C(=O)NCC(=O)N2CCCCCCC2)cc1OCC	3%	4%	0%	i	0.3	0%	0%	-2%	0.0%
CC(=O)c1nnn(-c2ccccc2C#N)c1C	0%	-7%	9%	i	4.1	3%	13%	-2%	0.1%
COc1ccc(/C(C)=N/NC2=NCCN2)cc1Cl	2%	-3%	1%	i	-3.8	1%	4%	2%	2.8%
Cc1cc(C)n2nnnc2c1C#N	2%	?	2%	i	2.4	8%	14%	1%	-0.5%
O=C(c1cccc(F)c1)N1CCN(c2cc(N3CCCCC3)c(F)cc2[N+](=O)[O-])CC1	-4%	21µM*	15%	i	-1.9	15%	-11%	?	0.4%
Cc1nnc(NC(=O)C23CC4CC(C)(CC(C)(C4)C2)C3)s1	nt	-5%	-3%	i	1.3	7%	-3%	2%	-0.3%
COc1cc(NC(=O)c2ccc(F)cc2)c(OC)cc1NC(=O)CN1CCOCC1	1%	?	10%	i	-0.6	4%	3%	-15%	-0.6%
COc1ccc(-c2nn(-c3ccccc3)cc2/C=N/O)cc1OC	0%	20%	2%	i	-0.9	-14%	-13%	16%	5.8%
COC(=O)c1sccc1NC(=O)CN(C)NS(=O)(=O)c1ccc(F)cc1	0%	-12%	4%	i	-2.4	-3%	0%	?	-0.2%
CCCS(=O)(=O)N1CCN=C1SCc1cccnc1	-1%	5%	4%	i	-1.9	17%	2%	1%	-0.6%
Cc1nn(CCC(=O)NNC(=S)Nc2cccc(Cl)c2)c(C)c1[N+](=O)[O-]	1%	5%	-6%	i	0.9	22%	-5%	3%	-0.5%
O=C(O)c1cc([N+](=O)[O-])ccc1NCc1cccnc1	-1%	1%	0%	i	0.0	9%	-1%	-28%	0.1%
CCC(C)[C@H](N)C(=O)N[C@H]1CCC2C3CC=C4C[C@@H](O)CC[C@]4(C)C3CC[C@@]21C (some centres not stated)	nt	nt	15%	i	0.7	?	2%	nt	1.5%
O=C(O)c1ccc(Nc2nc3ccc(Cl)cc3[nH]2)cc1	-1%	-7%	19%	i	-0.9	-17%	-25%	-9%	0.5%

High-throughput results from PubChem BioAssay.
